VEEV TC-83 Vero: inhibitors of VEEV TC-83 cytopathic effect, confirmation, Vero cells (AID 588727) | Vero cells, VEEV TC-83 cytopathic effect inhibition; higher % means a stronger effect | one-dose inhibition, % at 20 µM; IC50 in µM for titrated hits | 350,000 tested, 0.13% active; in the data active means a potency from the dose series; inconclusive means inhibition mostly from about 14% at the one dose, without a potency; inactive means the rest, 99 in 100 with inhibition below about 12%; further: strong numbers were not always called active
PhoP GFP inhibition: PhoP regulon inhibitors, Salmonella typhi PhoP promoter GFP reporter, confirmatory (AID 1850). 310,000 tested, 0.33% active. inhibition, % at 50 µM, or IC50 in µM where a hit was titrated. Salmonella Typhi PhoP-promoter GFP reporter, fluorescence, 4 h; higher % means a stronger effect; in the data active means a potency from the dose series; inconclusive means inhibition mostly from about 25% at the one dose, without a potency; inactive means the rest, 99 in 100 with inhibition below about 19%;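 further: 0% = induced wells with vehicle and 100% = uninduced wells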
influenza NS1A: H1N1 influenza NS1A inhibitors, functional cell based assay (AID 504329); 340,000 tested, 0.3% active; one-dose inhibition, % at 12.5 µM; IC50 in µM for titrated hits; NS1A functional cell-based assay, percent inhibition; higher % means a stronger effect; in the data active means a potency from the dose series; inconclusive means inhibition above about 27% without an active follow-up result; further: strong numbers were not always called active
tuberculosis growth: growth inhibition of non-replicating M. tuberculosis (AID 488890) | 320,000 tested, 0.39% active | inhibition, % at 25 µM, or IC50 in µM where a hit was titrated | Mycobacterium tuberculosis non-replicating, growth inhibition; higher % means a stronger effect; in the data active means a potency from the dose series; inconclusive means inhibition mostly from about 82% at the one dose, without a potency; inactive means the rest, 99 in 100 with inhibition below about 76%;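 further: plate controls were DMSO cells for no effect and high antibiotic wells for full effect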
H37Rv inhibition: M. tuberculosis growth inhibition, HTS (AID 449762) | M. tuberculosis H37Rv growth inhibition, 7H9 media; higher % means a stronger effect | inhibition, % at 25 µM, or IC50 in µM where a hit was titrated | 330,000 tested, 0.59% active; in the data active means a potency from the dose series; inconclusive means inhibition above about 70% without an active follow-up result;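 further: bacterial growth assessed after seven days of incubation; strong numbers were not always called active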
VEEV TC-83 Vero 10K pilot screen: second read-out of VEEV TC-83 Vero, no call of its own (marks repeat the call); inhibition, %; measured here: 10K pilot screen inhibition
The depositor's hits bear a star; i = inactive; u = inconclusive; x = not tested or not shown.

SMILES	VEEV TC-83 Vero	PhoP GFP inhibition	influenza NS1A	tuberculosis growth	H37Rv inhibition	others
CC(C)C(NC(=O)CNC(=O)OC(C)(C)C)C(=O)NCc1ccc(Cl)cc1 (centres undefined)	i	-6%	-4%	-6%	4%
Cc1cc(OCC(=O)OCC(=O)NCc2ccc3c(c2)OCO3)ccc1Cl	7.2%	x	-9%	73%	-3%
COc1ccc(OCC(=O)N/N=C(\C)c2cccs2)cc1	i	1%	-2%	-6%	-5%
CNC(=S)N1N=C(c2ccc(OC)cc2)CC1c1ccc(N(C)C)cc1 (centres undefined)	6.8%	5%	8%	3%	0%
CC1Cc2ccccc2C(=O)N1 (centres undefined)	1.5%	-4%	-1%	-5%	-3%
CCOC(=O)c1c(C)n(C)c2ccc(OC(=O)c3ccoc3)cc12	0.5%	0%	-4%	3%	2%
CC(=O)Nc1nc(SCC(=O)NCc2ccc(F)cc2)[nH]c(=O)c1NC(=O)c1cccs1	i	4%	-5%	13%	-2%	VEEV TC-83 Vero 10K pilot screen=1.6
CCOc1ccc(OCCC(=O)OCC(=O)Nc2cccc(S(=O)(=O)N3CCCCC3)c2)cc1	6.2%	x	10%	x	x
COc1ccc(N2C(=O)C3CCCN3C2c2ccc(F)cc2)cc1Cl (centres undefined)	4.6%	-2%	-6%	-10%	45%
CCSc1nc2ccccc2n1C(=O)c1ccc(S(=O)(=O)N2CCCCC2)cc1	i	-5%	-2%	21%	7%
CCOC(=O)NC(=O)C(=CNc1ccccc1OC)C(=O)NC(=O)OCC	2.5%	-5%	-9%	-5%	2%
COc1ccc(Cl)cc1C(=O)Nc1ccccc1N1CCN(C)CC1	i	-6%	3%	70%	u
O=C(CNC(=O)c1ccccc1Cl)OCC(=O)N1CCc2ccccc21	i	6%	5%	22%	-5%
Cn1cnnc1SCC(=O)Nc1ccc2nc(SCc3ccccc3Cl)sc2c1	i	-5%	3%	9%	-5%
COc1ccc(NC(=O)C(Cc2ccccc2)n2cccc2)cc1OC (centres undefined)	1.7%	2%	20%	18%	1%
COc1cc(C(N)=O)cc(Br)c1OC	5.5%	-4%	3%	3%	-4%
CCC1(c2ccc(F)cc2)NC(=O)N(CC(=O)Nc2cc(C)on2)C1=O (centres undefined)	i	x	-16%	8%	1%
COc1ccc(-c2csc(-c3ccc(C(=O)O)cc3)n2)cc1	i	6%	-18%	u	11%	VEEV TC-83 Vero 10K pilot screen=0.4
CC1(C)CC2(CC(C)(C)N1)OC(=O)N1CCc3ccccc3C12C (centres undefined)	0.1%	-3%	10%	18%	-6%
O=C(c1ccc2ccccc2n1)N(CCO)Cc1ccccc1	0.5%	6%	24%	7%	3%
CC(NC(=O)COC(=O)C1CCN(c2ccc(C(F)(F)F)cn2)CC1)c1ccc(Br)cc1 (centres undefined)	0.5%	-7%	-4%	12%	-9%
O=C(O)C1Cc2ccccc2CN1C(=O)COc1ccc(Cl)cc1Cl (centres undefined)	0.8%	6%	-2%	15%	-9%
O=C(COC(=O)CNC(=O)c1cccc(Br)c1)Nc1nnc(-c2ccccc2)o1	0.7%	x	-11%	-8%	7%
CCCn1c(SCC(=O)N2CCCC(C)C2)nnc1-c1cccnc1 (centres undefined)	0.0%	-4%	9%	-3%	6%	VEEV TC-83 Vero 10K pilot screen=0.0
COc1cccc(NC(=S)NN=C2CCC(C(C)(C)C)CC2)c1 (centres undefined)	0.1%	3%	16%	9%	2%
COc1ccc(S(=O)(=O)N(C)c2ccc(C(=O)N3CCCCC3)cc2)cc1	6.8%	-4%	-13%	2%	-4%
O=C(NCCc1ccc(Cl)cc1)C1CCN(C(=O)N2CCOc3ccccc32)CC1	8.4%	-9%	6%	30%	6%
O=C(NCc1ccccc1Cl)C1CCN(C(=O)c2sccc2-n2cccc2)CC1	5.7%	-8%	-2%	26%	-7%	VEEV TC-83 Vero 10K pilot screen=0.5
Cc1ccc(S(=O)(=O)N2CCN(C(=O)CCn3cncn3)CC2)cc1C	0.3%	7%	10%	-8%	2%
N#Cc1cc(C(=O)c2cc(Br)ccc2O)cn(C2CC2)c1=O	2.0%	-3%	15%	41%	-1%
CC12CC3CC(C)(C1)CC(C(=O)Nc1nncs1)(C3)C2	0.1%	-2%	0%	-3%	7%
CC(/C=N/NC(=O)c1nnn(-c2nonc2N)c1CN(C)C)=C\c1ccco1	2.5%	0%	8%	4%	4%
Cc1ccc(CNC(=O)c2ccc(N3CCc4ccccc43)c([N+](=O)[O-])c2)cc1	5.1%	4%	18%	49%	-6%
CCOC(=O)C(C)On1c(-c2ccc(Cl)cc2)nc2ccc([N+](=O)[O-])cc21 (centres undefined)	6.6%	0%	18%	75%	16%
COc1cccc(OC)c1-c1nn2c(-c3ccccc3Cl)nnc2s1	9.7%	-6%	3%	45%	-1%
CN(CC(=O)NC(=O)NCc1ccccc1)Cc1ccc(Cl)c(Cl)c1	i	-9%	4%	2%	2%	VEEV TC-83 Vero 10K pilot screen=1.1
Cc1ccc(NC(=O)C2CCC(CNc3c(N4CCC(C)CC4)c(=O)c3=O)CC2)cc1F (centres undefined)	1.9%	18%	-4%	-1%	3%
O=C1OCC=C1NNC(=O)c1cccnc1	1.4%	-15%	-8%	-9%	8%
CCc1nc(SCC(=O)c2ccccc2)c2c(=O)n(C)c(=O)n(C)c2n1	8.8%	-2%	-11%	4%	-6%
C[C@@H]1CC=C[C@H]2[C@H]1C(=O)N(Cc1ccccc1)[C@H]2c1ccoc1	1.4%	12%	-12%	5%	-2%
O=C(c1cc2ccccc2oc1=O)N(Cc1ccco1)C1CCS(=O)(=O)C1 (centres undefined)	1.9%	-2%	-7%	10%	-1%
Cc1cccc(C)c1NC(=O)C1(NC(=O)C2CCCN2C(=O)OC(C)(C)C)CCCCC1 (centres undefined)	i	-10%	-3%	1%	-5%
O=C(NCC1CCCO1)C(c1cccnc1)N(C(=O)Cc1cccs1)c1ccccc1 (centres undefined)	1.0%	11%	5%	5%	-4%
CCN1C(=O)[C@H]2[C@@H](c3ccc(-c4cc(C(C)=O)cs4)cc3)N[C@@](Cc3ccccc3)(C(=O)OC)[C@H]2C1=O	1.3%	x	-2%	1%	-1%
CCOC(=O)CC(NC(=O)c1cc2ccccc2oc1=O)c1cccc([N+](=O)[O-])c1 (centres undefined)	1.7%	1%	8%	u	-3%
O=C1Cc2ccccc2C(=O)N1CCc1ccccc1	0.8%	-1%	8%	6%	0%
COC(=O)c1ccc(NC(=O)c2cccc(N3C(=O)C4C5C=CC(C6CC56)C4C3=O)c2)cc1 (centres undefined)	6.9%	-6%	-16%	-6%	2%
COc1ccc(S(=O)(=O)/N=C2/NC(=O)/C(=C\c3cc(OC)c(OC)cc3[N+](=O)[O-])S2)cc1	3.5%	-3%	8%	13%	-1%
CCc1cccc(NC(=O)CCCn2c(=O)[nH]c3ccsc3c2=O)c1	0.8%	-1%	4%	-9%	4%
O=C(Oc1ccc(Br)cc1C(=S)N1CCCC1)c1ccccc1F	1.2%	2%	-3%	12%	-8%

Additional results:
SMILES	VEEV TC-83 Vero	PhoP GFP inhibition	influenza NS1A	tuberculosis growth	H37Rv inhibition	others
CCOC(=O)N1CCN(C(=O)CS(=O)(=O)c2cn(Cc3ccccc3C)c3ccccc23)CC1	2.8%	-15%	-2%	-1%	-4%
COc1ccc(S(=O)(=O)N2CCCOC2CNC(=O)C(=O)NCCCN2CCOCC2)cc1 (centres undefined)	0.5%	-5%	-5%	16%	-2%
O=C(O)c1ccccc1-c1nc2ccccc2n1-c1ccccc1	1.3%	-7%	-3%	6%	-20%
O=C(CNC(=O)Cc1ccccc1)NCC(=O)OCc1ccc(C(=O)c2ccccc2)cc1	i	-7%	28%	5%	-4%
CCOP(=O)(OCC)C(NC(=O)c1ccccc1)C(Cl)(Cl)Cl (centres undefined)	1.1%	-5%	8%	1%	1%
Cc1cc(C)nc(N2CCC(C(=O)NC3CCCc4ccccc43)CC2)n1 (centres undefined)	4.0%	-14%	-1%	4%	0%
Cc1ccc(S(=O)(=O)c2c(C)nn(C(C)(C)C)c2OC(=O)C(C)(C)C)cc1	2.8%	-4%	-9%	7%	7%
CNC(=O)CSc1nnc(-c2ccco2)n1-c1cc(C)ccc1C	i	-7%	-4%	-2%	-14%
NC(=O)C1CCCN(C(=O)c2ccc(S(=O)(=O)N3CCCCCC3)cc2)C1 (centres undefined)	i	x	-22%	-21%	-12%
N#Cc1ccc(-c2cn(-c3ccccc3)c3[n+]2CCCS3)cc1	1.1%	0%	3%	-8%	-3%	VEEV TC-83 Vero 10K pilot screen=0.2

Three records picked at random from those above, as already listed:
SMILES	VEEV TC-83 Vero	PhoP GFP inhibition	influenza NS1A	tuberculosis growth	H37Rv inhibition	others
COc1ccc(S(=O)(=O)N2CCCOC2CNC(=O)C(=O)NCCCN2CCOCC2)cc1 (centres undefined)	0.5%	-5%	-5%	16%	-2%
CNC(=O)CSc1nnc(-c2ccco2)n1-c1cc(C)ccc1C	i	-7%	-4%	-2%	-14%
Cc1cc(C)nc(N2CCC(C(=O)NC3CCCc4ccccc43)CC2)n1 (centres undefined)	4.0%	-14%	-1%	4%	0%

Going on with the list:
SMILES	VEEV TC-83 Vero	PhoP GFP inhibition	influenza NS1A	tuberculosis growth	H37Rv inhibition	others
CSc1ncc(CN2CCCC(C(=O)c3ccccc3SC)C2)cn1 (centres undefined)	i	-15%	5%	6%	2%
O=C(O)CCc1ccc(-c2ccccc2)n1CC(=O)Nc1cccc(C(F)(F)F)c1	1.6%	0%	0%	-9%	0%
Cn1c(=O)n(Cc2ccccc2Cl)c2ccccc21	i	5%	-5%	3%	4%
CCOC(=O)CC1=C(C(=O)OCC)C(c2cc(OC)c(OC)cc2OC)C(C#N)=C(N)O1 (centres undefined)	i	-4%	2%	0%	-2%
COC(=O)CNC(=O)CNC(=O)Nc1ccccc1Cl	3.4%	-19%	-12%	-38%	-10%
Clc1ccc(OCC#CCN2CCCC2)cc1	i	16%	-15%	34%	7%
CC(O/N=C/c1ccc(OC(F)F)cc1)C(=O)Nc1cccc(S(=O)(=O)N2CCOCC2)c1 (centres undefined)	0.8%	-10%	-2%	12%	-17%
Cc1cc(S(=O)(=O)N(Cc2ccccc2F)C2CC2)ccc1-n1cnnn1	0.6%	-6%	6%	12%	4%
CCOc1ccc(S(=O)(=O)N2CCOCC2)cc1NC(=O)CN1C(=O)NC(CC)(c2ccccc2)C1=O (centres undefined)	2.9%	0%	-4%	10%	-7%
CC(OC(=O)C1CCCC1)C(=O)Nc1ncc(Cl)cc1Cl (centres undefined)	3.2%	x	-4%	x	2%
Nc1c(C(=O)N/N=C/c2ccc(OCc3ccccc3)cc2)cnn1-c1ccccc1	5.3%	-2%	12%	10%	39%
Cc1ccc(OC(=O)c2sc3ncn(C)c(=O)c3c2C)cc1	0.3%	21%	-6%	i	u
Cc1nc2ccc(C(=O)N/N=C/c3ccc(O)cc3)cc2[nH]1	i	0%	-7%	-7%	-4%
COc1ccccc1NC(=S)NC(=O)CCc1ccccc1	2.7%	-2%	-5%	40%	46%
COCCNC(=O)c1onc(CS(=O)(=O)c2cc(C)cc(C)c2)c1C(=O)NCCOC	0.2%	5%	7%	-25%	4%
COc1ccc(NS(=O)(=O)c2cn(C)c(=O)n(C)c2=O)cc1	0.4%	0%	10%	-1%	0%
O=C(NCCNC(=O)c1cc(OCC(F)(F)F)ccc1OCC(F)(F)F)Nc1ccc(Cl)cc1	x	7%	x	9%	-1%
CCC(C)N(C)Cc1cccc(C2(O)CCN(S(=O)(=O)c3ccc(F)c(C)c3)CC2)c1 (centres undefined)	i	13%	15%	13%	-2%
Cc1ccc(N2CC(O)(c3cccs3)[N+]3=C2CCCC3)cc1 (centres undefined)	u	12%	11%	-2%	-10%

Entries from the list above with an aryl thioether with sulfur outside any ring (7):
SMILES	VEEV TC-83 Vero	PhoP GFP inhibition	influenza NS1A	tuberculosis growth	H37Rv inhibition	others
CC(=O)Nc1nc(SCC(=O)NCc2ccc(F)cc2)[nH]c(=O)c1NC(=O)c1cccs1	i	4%	-5%	13%	-2%	VEEV TC-83 Vero 10K pilot screen=1.6
CCSc1nc2ccccc2n1C(=O)c1ccc(S(=O)(=O)N2CCCCC2)cc1	i	-5%	-2%	21%	7%
Cn1cnnc1SCC(=O)Nc1ccc2nc(SCc3ccccc3Cl)sc2c1	i	-5%	3%	9%	-5%
CCCn1c(SCC(=O)N2CCCC(C)C2)nnc1-c1cccnc1 (centres undefined)	0.0%	-4%	9%	-3%	6%	VEEV TC-83 Vero 10K pilot screen=0.0
CCc1nc(SCC(=O)c2ccccc2)c2c(=O)n(C)c(=O)n(C)c2n1	8.8%	-2%	-11%	4%	-6%
CNC(=O)CSc1nnc(-c2ccco2)n1-c1cc(C)ccc1C	i	-7%	-4%	-2%	-14%
CSc1ncc(CN2CCCC(C(=O)c3ccccc3SC)C2)cn1 (centres undefined)	i	-15%	5%	6%	2%
